Assay outcomes as filed in PubChem.
MT1-MMP act inh = MT1-MMP (human) activation inhibition; P50281; GFP/RFP ratio change, % at 20 µM; actives 0.061% (n = 360,000); AID 651647; HT1080 RFP-PRO-GFP cells, GFP/RFP ratio fluorescence, overnight; percent of plate control window, DMSO zero;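 active = GFP/RFP ratio change of at least 30% with cell ATP level not reduced by more than half and red fluorescence within 50% of control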; also: strong numbers were not always called active
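Read-out: GFP/RFP fluorescence ratio; Test system: RFP-PRO-GFP reporter HT1080 cells; Compound dosing: single-point 20 µM compound, 1% DMSO; Times: overnight compound exposure at 37 °C.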
E coli Lon inh = inhibitors of E. coli Lon protease; P0A9M0; purified E. coli Lon protease, fluorescence polarization; inhibition, % at 7.94 µM; actives 0.42% (n = 360,000); in the data active = inhibition above about 13%, passing the limit was not always enough;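 also: 0% = enzyme with probe and DMSO and 100% = no enzyme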
CendR NRP1 mod = alters CendR peptide binding to human NRP-1 | inhibition, % at 25 µM | O14786 | FAM-RPARPAR peptide binding to NRP-1, fluorescence polarization | AID 602438 | actives 0.85% (n = 360,000);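 active = inhibition or corrected inhibition above about 18%, plus a signal ratio from 0.5 to 1.5, limit read from the data, passing the limit was not always enough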; also: strong numbers were not always called active
Neddyl block = blocks human cullin neddylation | AID 651699 | actives 0.58% (n = 360,000) | calls only at 25 µM | TR-FRET cullin neddylation, biochemical | P61081+Q13564; in the data active = inhibition above about 36%
Target sequence (P61081 whole entry, looked up): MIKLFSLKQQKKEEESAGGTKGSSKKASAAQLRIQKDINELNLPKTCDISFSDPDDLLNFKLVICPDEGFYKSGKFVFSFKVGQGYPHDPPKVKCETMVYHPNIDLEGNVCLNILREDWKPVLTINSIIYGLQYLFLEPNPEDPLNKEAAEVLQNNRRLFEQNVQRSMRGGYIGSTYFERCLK
Target sequence (Q13564 whole entry, looked up): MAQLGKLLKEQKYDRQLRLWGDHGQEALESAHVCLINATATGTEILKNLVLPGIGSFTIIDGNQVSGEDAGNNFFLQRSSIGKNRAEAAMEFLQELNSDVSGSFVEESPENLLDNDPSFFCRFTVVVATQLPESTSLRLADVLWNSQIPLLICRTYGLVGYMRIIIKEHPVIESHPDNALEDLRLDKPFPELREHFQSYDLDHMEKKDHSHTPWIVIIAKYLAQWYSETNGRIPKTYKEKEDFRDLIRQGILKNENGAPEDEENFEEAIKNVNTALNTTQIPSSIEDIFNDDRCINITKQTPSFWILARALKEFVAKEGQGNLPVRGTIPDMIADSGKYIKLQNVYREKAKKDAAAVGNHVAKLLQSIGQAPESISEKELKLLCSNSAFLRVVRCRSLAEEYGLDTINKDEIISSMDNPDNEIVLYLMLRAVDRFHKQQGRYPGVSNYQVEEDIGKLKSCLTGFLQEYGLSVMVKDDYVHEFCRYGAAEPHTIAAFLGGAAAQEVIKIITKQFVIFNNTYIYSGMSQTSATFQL
SKN-1 inh = C. elegans SKN-1 inhibition; C. elegans VP596 Pgst-4::GFP/RFP ratio, acrylamide-induced, 24 h; inhibition, % at 21.8 µM; actives 0.49% (n = 360,000);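 active = interference check ratio from 0.5 to 1.5 plus GFP to RFP signal ratio inhibition reaching or exceeding a fixed threshold, cut at about 30% in these data, passing the limit was not always enough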; also: some compounds called inactive have numbers as strong as hits
FAS TE block = inhibitors of human fatty acid synthase thioesterase domain; recombinant FAS-TE, OMFH fluorogenic substrate, fluorescence endpoint; inhibition, % at 15 µM; actives 0.67% (n = 360,000); AID 602261;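 active = compounds whose normalised, plate-corrected inhibition of enzyme fluorescence in the single-dose primary screen is 50% or more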;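 also: 0% = DMSO with enzyme and 100% = substrate without enzyme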
MsrA act = activators of bovine methionine sulfoxide reductase A; purified bovine MsrA, absorbance read-out; activation, % at 10.6 µM; actives 0.3% (n = 360,000); in the data active = activation above about 7.5%;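 also: 0% = vehicle and 100% = reference activator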
Rin1-Abl PPI inh = inhibitors of human Rin1-Abl protein interaction; inhibition, % at 7.35 µM; P00519+Q13671; TR-FRET Rin1/Abl binding, biochemical; actives 0.4% (n = 360,000); AID 588664; in the data active = inhibition above about 5%, passing the limit was not always enough
MsrA inh = bovine MsrA inhibition | purified bovine MsrA, absorbance read-out | inhibition, % at 15.5 µM | actives 0.75% (n = 360,000) | AID 651718; in the data active = inhibition above about 4.5%;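 also: 0% = vehicle wells with enzyme and 100% = reference inhibitor wells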
* marks the source's active call; other numbers are inactive results; i = inactive; . = not tested or not shown; & = joins results of further samples.

Values in the order – MT1-MMP act inh | E coli Lon inh | CendR NRP1 mod | Neddyl block | SKN-1 inh | FAS TE block | MsrA act | Rin1-Abl PPI inh | MsrA inh
COC(=O)Nc1ccc(OC)c(OC)c1
 : 1 | -9 | -9 | i | 1 | -10 | -1 | 2 | -0.1
O=C(CSCc1cccc(F)c1)NCc1ccccc1
 : -2 | -2 | -7 | i | 4 | -1 | -3 | 3 | 0.6
Cc1ccc(S(=O)(=O)NCC2CCC(C(=O)NCc3cccnc3)CC2)cc1 (centres undefined)
 : -1 | 0 | -3 | i | 4 | -1 | -5 | 3 | 0.1
O=C(COC(=O)c1ccccc1)Nc1cccc(S(=O)(=O)N2CCOCC2)c1
 : 2 | 3 | -5 | i | 13 | 0 | -2 | 0 | -1.1
CCn1c(=O)c(C(=O)CN(C)CC(=O)Nc2ccccc2Br)c(N)n(Cc2ccccc2)c1=O
 : 7 | 5 | 0 | i | 8 | 14 | -3 | 1 | -1.4
CN(C)CCCn1c2c(c(SCC(=O)Nc3ccc4c(c3)OCCO4)nc1=O)CCCC2
 : 0 | 4 | 7 | i | 20 | -6 | -2 | -4 | 0.1
Cc1nc(-c2cccc(NS(C)(=O)=O)c2)cs1
 : 1 | 1 | -6 | i | 1 | -8 | -2 | 0 | 0.2
O=C1N=c2ccccc2=C1c1sc(Nc2cccc(O)c2)nc1O
 : 4 | 3 | 3 | i | 34 | 3 | -2 | -1 | 0.7
CC(C)Oc1ccc(C(=O)NC2CCSc3ccccc32)cc1 (centres undefined)
 : -2 | 5 | 5 | i | 4 | -1 | -2 | -2 | 2.6
Cc1nc2ccc(Cl)cc2n1C
 : 5 | 2 | -7 | i | 8 | -10 | -1 | 0 | 1.5
CN(CCCC(=O)NCc1ccccc1)S(=O)(=O)c1ccc([N+](=O)[O-])cc1
 : 1 | -13 | -1 | i | 0 | 20 | -2 | -3 | -0.4
CN(C)C(=O)CSc1nnc([C@H](Cc2ccccc2)NC(=O)OC(C)(C)C)o1
 : 1 | 3 | -7 | i | 2 | -4 | -1 | 0 | -0.1
C/C(=N\NC(=O)C(C)Sc1ccccc1)C(C)(C)C (centres undefined)
 : -4 | 6 | 4 | i | -6 | -12 | -9 | -4 | -0.2
Cc1cc(C(C)(C)C)n2nc(C)c(-c3ccccc3)c2n1
 : 13 | -3 | 14 | i | 17 | 1 | -11 | 5 | -0.7
CCOc1ccc(N(CC(=O)N2CCCC2)S(=O)(=O)c2ccc(Cl)cc2)cc1
 : -4 | -6 | 6 | i | 8 | 5 | -1 | 2 | -0.8
O=C(Nc1ccccc1C(=O)O)c1cc(S(=O)(=O)Nc2ccccc2)ccc1Cl
 : -1 | -4 | -9 | i | 2 | 0 | -4 | -1 | 0.9
CC(C)COc1ccc(/C(=N/O)c2ccccc2)cc1
 : 4 | -1 | 8 | i | 8 | 0 | -4 | 2 | 3.5
Cc1cccc(N2CCN(C(=O)c3ccccn3)CC2C)c1 (centres undefined)
 : 1 | -3 | -11 | i | -9 | 3 | 0 | 1 | -0.8
CC(C)(C)c1cc(N)n2nc(C(C)(C)C)cc2n1
 : -5 | -4 | 8 | i | -10 | -2 | -8 | 2 | 1.0
COc1ccc(-c2[nH]ncc2/C=C(\C#N)C(=O)NC2CC2)cc1
 : 6 | -2 | 3 | i | 26 | -8 | -7 | 1 | 2.7
CN(C)C(=O)c1ccc(-n2cnc3ccccc3c2=O)cc1
 : -1 | 7 | -6 | i | -7 | -5 | -2 | 3 | -1.4
CC(C)Oc1ccc(S(=O)(=O)N2CCOCC2)cc1NC(=O)CC1CC2CCC1C2 (centres undefined)
 : -3 | -1 | 3 | i | 8 | 2 | -3 | 3 | 4.0
COc1ccc(C)cc1S(=O)(=O)Nc1cc(Cl)ccc1Cl
 : 5 | 4 | -2 | i | 11 | 12 | -4 | -1 | -1.5
COc1cccc(NC(=O)CSc2nnc3c(n2)[nH]c2ccc(C)cc23)c1
 : 1 | -11 | -11 | i | 10 | -6 | -2 | -1 | -1.2
COc1cccc(CN2CCN(Cc3cccc(Oc4ccccc4)c3)CC2)c1OC
 : 2 | 5 | 6 | i | -3 | 11 | -10 | 3 | 1.5
Cc1ccccc1NC(=O)CCC(=O)OCC(=O)c1ccc(-c2ccccc2)cc1
 : -4 | 2 | 27* | i | -7 | -2 | -8 | 3 | 1.0
COc1ccc(OC)c(C2C(C(=O)c3ccc(C)o3)=C(O)C(=O)N2CCCN2CCOCC2)c1 (centres undefined)
 : -3 | -4 | 1 | i | -16 | -4 | -3 | -5 | 0.2
COc1ccc2c(C(=O)NCCCCO)c(-c3ccc(S(C)(=O)=O)cc3)sc2c1
 : 4 | -12 | 9 | i | -5 | -4 | -5 | 0 | 2.3
Cc1ccccc1OCc1nnc(SCC(=O)O)n1-c1ccccc1
 : 3 | 1 | 0 | i | -13 | -1 | -8 | -2 | -0.5
Cc1nnc(SCC(=O)N2c3ccccc3Sc3ccccc32)n1N
 : 5 | -13 | -1 | i | 1 | -10 | -3 | -4 | 1.5
CCN(CC)C(=O)CSc1nnc(-c2c[nH]c3ccccc23)o1
 : -6 | -3 | 31* | i | 4 | 0 | -4 | -1 | -0.5
COc1ccc(NC(=O)C2C3C=CC4(O3)C2C(=O)N(CCN2CCCCC2C)C4C(=O)NC2CCCCC2)cc1 (centres undefined)
 : 2 | 0 | -1 | i | -23 | -3 | -7 | 0 | 1.1
Cc1ccc(NC(=S)N2CCN(C3CCCCC3)CC2)cc1
 : 6 | 4 | -3 | i | 4 | -6 | -4 | -3 | 0.1
Cc1ccc(Cl)cc1N(CC(=O)N1CCOCC1)S(C)(=O)=O
 : -4 | -13 | -8 | i | -16 | -6 | -2 | 0 | -1.7
Cc1ccc(C(=O)Nc2ccc3c(c2)OCCO3)c(C)c1
 : -1 | 0 | 6 | i | 8 | -2 | -2 | -1 | -0.1
CCN(CC)C(=O)CSC1=C(C#N)C(c2ccco2)C(C(=O)OCCOC)=C(C)N1 (centres undefined)
 : 3&2 | -1&-6 | 3&-10 | i | 1&-3 | -2&-7 | 0&-11 | 1&0 | 2.5&0.3
CC(NC(=O)Cc1ccsc1)c1ccc(Cl)cc1Cl (centres undefined)
 : -2 | -8 | 3 | i | -11 | 11 | -4 | 0 | -0.4
Cc1ccc(NS(=O)(=O)c2ccc(N/N=C/c3ccccc3OCC(=O)O)c([N+](=O)[O-])c2)c(C)c1
 : 8 | -2 | 16 | i | 12 | 18 | -1 | -3 | 3.9
COc1ccccc1CN1CC(C(=O)N2CCN(c3ccc(F)cc3)CC2)CC1=O (centres undefined)
 : 3 | 1 | 3 | i | -3 | -5 | -2 | 1 | -0.2
Cc1ccc(S(=O)(=O)N2[C@@H](c3cccc(Cl)c3)C(C(=O)OC(C)(C)C)=CC[C@H]2c2ccc(C(C)C)cc2)cc1
 : -7 | -3 | 0 | i | 13 | 20 | -3 | 4 | 0.8
Cc1cc(NC(=O)c2ccccc2F)nc2c1c(=O)oc1ccccc12
 : 1 | 1 | -14 | i | 4 | 4 | -2 | 0 | 1.5
COC(=O)C(CO)NC(=O)C1CCCN1C(=O)CNC(=O)OCc1ccccc1 (centres undefined)
 : -2 | -3 | 5 | i | -9 | -1 | -2 | 2 | 1.5
CCOC(=O)c1sc(=NC(=O)C2CC2)n(C)c1C
 : -9 | -10 | -5 | i | -8 | -5 | -6 | 4 | 1.7
CCOP(=O)(OCC)C(C#N)=C1SCN(c2ccccc2)CS1
 : 3 | -4 | 0 | i | -9 | -8 | -5 | -1 | 0.0
Cc1cccc(-n2c(C)nc3sccc3c2=O)c1
 : -3 | -3 | 11 | i | -10 | -8 | -1 | 2 | 0.7
Cc1cc(=O)oc(C)c1C(=O)N1CCCCC1
 : -5 | -6 | -6 | i | -6 | -7 | -1 | -1 | 1.6
CCOc1ccccc1NC(=O)CSc1nc(=O)n(CCN2CCOCC2)c2c1CCCC2
 : -4 | 5 | 4 | i | 4 | -2 | -2 | -2 | 1.5
CCCC(=O)N1CCN(c2ccc([N+](=O)[O-])c(NC(C)c3ccccc3)c2)CC1 (centres undefined)
 : 2 | 5 | 12 | i | -15 | 28 | -10 | -9 | 3.4
Cc1cc(C)c(S(=O)(=O)Cc2ccc(Cl)cc2)c(=O)[nH]1
 : 0 | -2 | 8 | i | 1 | -3 | -13 | 4 | 2.6
O=C(COC(=O)C12CC3CC(CC(Br)(C3)C1)C2)Nc1cccnc1Cl
 : -2 | -9 | -5 | i | -6 | 30 | -14 | 0 | 2.3

The listing continues:
Values in the order – MT1-MMP act inh | E coli Lon inh | CendR NRP1 mod | Neddyl block | SKN-1 inh | FAS TE block | MsrA act | Rin1-Abl PPI inh | MsrA inh
COc1ccc(C(C#N)CC(=O)c2ccc3c(c2)OCO3)cc1OC (centres undefined)
 : 2 | -4 | 1 | i | 7 | 2 | -7 | -7 | 0.7
COc1ccc(Cl)cc1NS(=O)(=O)c1cccc(C(=O)NCCCN2CCCC2=O)c1
 : 3 | -4 | -10 | i | -9 | 2 | -3 | 4 | -0.5
O=C(N=C1SC2CS(=O)(=O)CC2N1Cc1ccccc1Cl)C1CC1 (centres undefined)
 : -6 | 2 | -7 | i | 16 | 1 | -2 | -4 | -0.2
CCOC(=O)c1sc(NC(=O)CSc2nccn2C)nc1C
 : 0 | -1 | 11 | i | -1 | -3 | -6 | 2 | -0.7
OCCN1CN=C(Nc2nc3ccccc3o2)NC1
 : 1 | 4 | -4 | i | 21 | 0 | -1 | 0 | 0.1
Cn1nnnc1SCC(=O)NC1CCCC1
 : 2 | -3 | 5 | i | 5 | -6 | -2 | 2 | -0.3
C=CCC1CCCC(=O)N2CC[C@H](O)C12 (some centres undefined)
 : 6 | -5 | 7 | i | 2 | -6 | -1 | 0 | -1.2
CN1CC[C@@H]2C(=O)N3CCc4ccc(-c5ccc6c(c5)OCO6)cc4[C@@H]3C[C@@H]21
 : 1 | -9 | -3 | i | -12 | -7 | -2 | 1 | -1.0
ClC(Cl)(Cl)c1nc(N/N=C/c2ccncc2)c2ccccc2n1
 : -1 | -9 | 11 | i | 9 | -1 | -7 | 0 | 1.9
Cc1ccc2cccc(OC(=O)c3c(F)cccc3Cl)c2n1
 : 4 | -4 | -13 | i | -7 | 23 | -2 | 1 | 0.6

An excerpt from above in order of length of the SMILES, smallest number first:
Values in the order – MT1-MMP act inh | E coli Lon inh | CendR NRP1 mod | Neddyl block | SKN-1 inh | FAS TE block | MsrA act | Rin1-Abl PPI inh | MsrA inh
Cc1cc(=O)oc(C)c1C(=O)N1CCCCC1
 : -5 | -6 | -6 | i | -6 | -7 | -1 | -1 | 1.6
COc1ccc(-c2[nH]ncc2/C=C(\C#N)C(=O)NC2CC2)cc1
 : 6 | -2 | 3 | i | 26 | -8 | -7 | 1 | 2.7
O=C(Nc1ccccc1C(=O)O)c1cc(S(=O)(=O)Nc2ccccc2)ccc1Cl
 : -1 | -4 | -9 | i | 2 | 0 | -4 | -1 | 0.9

Additional compounds.
Values in the order – MT1-MMP act inh | E coli Lon inh | CendR NRP1 mod | Neddyl block | SKN-1 inh | FAS TE block | MsrA act | Rin1-Abl PPI inh | MsrA inh
CC(Sc1nnc(-c2ccco2)n1C)C(=O)NC1CCCC1 (centres undefined)
 : 1 | 2 | -1 | i | 0 | -8 | 17* | 3 | 0.4
CN(C)c1cccc(NC(=O)c2ccco2)c1
 : -2 | -8 | 12 | i | 2 | -5 | -7 | 1 | 0.0
COC(=O)Cc1c(C(=O)OC)nnn1-c1ccc(OC)cc1
 : 0 | 5 | 3 | i | 2 | -1 | -1 | 1 | 1.0
CCOc1ccc(N2C(=O)c3cccnc3C2Nc2ccc(OC)cc2)cc1 (centres undefined)
 : 1 | -3 | -20 | i | 15 | 5 | -3 | -4 | 0.5
Cc1cc(Cl)ccc1OCC(=O)Nc1nc(-c2cccs2)cs1
 : 2 | 1 | -4 | i | 14 | 30 | 0 | 3 | 2.4
O=c1[nH]c(=S)[nH]c2c1[C@H](CCc1cccc(Cl)c1)O[C@H](C1CC1)C2
 : -4 | -6 | -10 | i | 13 | -4 | -1 | . | -0.3
